# TcdB GH inh = inhibitors of Clostridioides difficile toxin B glycohydrolase | P18177 | hit rate 0.24% among 350,000 | inhibition, % at 9.99 µM | TcdB glycohydrolase enzymatic assay, plate reader | AID 652162; in the data active = inhibition above about 10%
# Numbers without * were called inactive.
SMILES,TcdB GH inh
Cc1ccccc1-c1cnc2c(c1)C(=O)N([C@H](C)CO)C[C@@H](C)[C@H](CN(C)C(=O)c1ccccc1)O2,-0.6
CCCNC(=O)[C@H]1[C@H](CO)[C@H]2Cn3c(ccc(C4=CCCCC4)c3=O)[C@@H]1N2Cc1cocn1,-0.4
Cc1noc(C)c1NC(=O)N(C)C[C@@H]1OCCCC[C@H](C)Oc2ccc(NS(=O)(=O)c3c(C)noc3C)cc2C(=O)N([C@@H](C)CO)C[C@H]1C,0.1
CCOC(=O)N(C)C[C@@H]1OCc2ccccc2-c2ccccc2C(=O)N([C@@H](C)CO)C[C@H]1C,1.7
OC[C@@H]1[C@H](c2ccc(-c3ccccc3F)cc2)[C@@H]2CN(Cc3cccnc3)CCCCN12,0.2
C[C@@H]1CN([C@@H](C)CO)C(=O)c2cc(NC(=O)NC3CCCCC3)ccc2O[C@@H]1CN(C)C(=O)Nc1ccc(C(F)(F)F)cc1,-1.1
CCNC(=O)[C@H]1[C@H](CO)[C@H]2Cn3c(ccc(-c4cccc(OC)c4)c3=O)[C@H]2N1C(=O)NC(C)C,-0.2
Cc1ccc(S(=O)(=O)N(C)C[C@H]2Oc3ccc(NC(=O)Nc4ccc(F)cc4)cc3C(=O)N([C@H](C)CO)C[C@@H]2C)cc1,0.6
COCC(=O)N(C)C[C@H]1Oc2cc(-c3ccc(C)cc3)ccc2S(=O)(=O)N([C@@H](C)CO)C[C@H]1C,0.7
C[C@H](CO)N1C[C@H](C)[C@H](CN(C)C(=O)C2CCCCC2)OCCCC[C@H](C)Oc2ccc(NS(C)(=O)=O)cc2C1=O,1.9
CCCNC(=O)N(C)C[C@@H]1Oc2cc(C#Cc3ccccn3)ccc2S(=O)(=O)N([C@@H](C)CO)C[C@H]1C,-0.2
C[C@H](CO)N1C[C@H](C)[C@H](CN(C)C(=O)C2CC2)Oc2ncc(-c3ccc(C(=O)N(C)C)cc3)cc2C1=O,0.0
C[C@H]1CN([C@@H](C)CO)C(=O)c2cc(NC(=O)Cc3ccccc3)ccc2O[C@H]1CN(C)C,-0.6
C[C@@H]1CCCCO[C@@H](CN(C)Cc2ccc(C(=O)Nc3ccccc3N)cc2)[C@@H](C)CN([C@H](C)CO)C(=O)c2cc(NC(=O)Nc3cccc4ccccc34)ccc2O1,0.2
COc1cccc(NC(=O)N(C)C[C@@H]2Oc3cc(C#Cc4ccc(F)cc4)ccc3S(=O)(=O)N([C@@H](C)CO)C[C@H]2C)c1,0.7
N#C[C@H]1[C@H](c2ccc(-c3cccc(F)c3)cc2)[C@@H](CO)N1S(=O)(=O)c1cccc(F)c1,-1.5
CC(C)(C)[S@@](=O)N1Cc2cc(C(=O)NCc3ccccn3)nc(-c3cccc(-c4ccccc4F)c3)c2[C@H]1CCO,1.4
C[C@H]1CN([C@@H](C)CO)C(=O)c2cc(NC(=O)CCN3CCOCC3)ccc2O[C@H]1CN(C)S(=O)(=O)c1ccc(Cl)cc1,-0.2
CN(C)CC(=O)Nc1ccc2c(c1)[C@@H]1C[C@@H](CC(=O)NCc3cccnc3)O[C@@H](CO)[C@@H]1O2,-2.0
COc1ccccc1CNC(=O)C[C@H]1CC[C@H]2[C@@H](COC[C@@H](O)CN2C(=O)Nc2ccccc2)O1,-0.2
C[C@H]1CCCCO[C@@H](CN(C)C)[C@@H](C)CN([C@@H](C)CO)C(=O)c2cc(NS(=O)(=O)c3cn(C)cn3)ccc2O1,-0.5
Cc1ccc(-c2cnc3c(c2)C(=O)N([C@@H](C)CO)C[C@@H](C)[C@@H](CN(C)C(=O)c2ccncc2)O3)cc1,1.1
CCC(=O)N(C)C[C@@H]1Oc2cc(-c3cccc(F)c3)ccc2S(=O)(=O)N([C@@H](C)CO)C[C@H]1C,-0.3
Cc1noc(C)c1NC(=O)N(C)C[C@@H]1Oc2cc(C#CCN(C)C)ccc2S(=O)(=O)N([C@H](C)CO)C[C@H]1C,-1.5
Cc1noc(C)c1NC(=O)Nc1ccc2c(c1)CC(=O)N([C@H](C)CO)C[C@H](C)[C@H](CN(C)CC1CC1)O2,-0.4
C[C@@H]1CN([C@H](C)CO)C(=O)c2cc(NC(=O)CCC(F)(F)F)ccc2O[C@@H]1CN(C)Cc1ccccc1,0.2
C[C@@H]1CN([C@H](C)CO)C(=O)c2cc(NC(=O)Nc3ccc4c(c3)OCO4)ccc2O[C@@H](C)CCCCO[C@H]1CN(C)Cc1ccncc1,0.0
C[C@@H]1CN([C@@H](C)CO)C(=O)Cc2cc(NC(=O)C3CCCCC3)ccc2O[C@@H]1CN(C)Cc1ccc2c(c1)OCO2,0.0
CN1c2ccc(-c3ccc(C#N)cc3)cc2[C@@H]2[C@@H](CCN2C(=O)c2cccc(F)c2)[C@H]1CO,-0.7
O=C(N[C@H]1CC[C@@H](CCNS(=O)(=O)c2cccc(Cl)c2)O[C@H]1CO)c1ccc(F)cc1,0.0
CCCC(=O)Nc1ccc2c(c1)C(=O)N(C)[C@@H]1CC[C@@H](CC(=O)NCCCN(C)C)O[C@H]1CO2,-1.2
Cc1cccc(S(=O)(=O)NC[C@@H]2CC[C@H]3NC[C@H]3O2)c1,-1.6
CN(C)CC(=O)N1[C@H](CO)[C@H](c2ccc(C#CC3CCCC3)cc2)[C@@H]1C#N,0.0
C[C@@H]1CCCCO[C@@H](CN(C)Cc2ccc(Cl)c(Cl)c2)[C@H](C)CN([C@@H](C)CO)C(=O)c2cc(N(C)C)ccc2O1,-21
CO[C@@H]1CN(C)C(=O)c2cc(NS(C)(=O)=O)ccc2OC[C@@H](C)N(CC2CCCCC2)C[C@H]1C,1.4
O=C(C[C@H]1CC[C@H](NC(=O)CCN2CCCCC2)[C@@H](CO)O1)NCc1ccc(Cl)c(Cl)c1,-0.5
CS(=O)(=O)Nc1ccc2c(c1)[C@@H]1C[C@@H](CC(=O)NCc3ccc(Cl)cc3)O[C@H](CO)[C@@H]1O2,0.1
CC=Cc1ccc2n(c1=O)C[C@H]1[C@H](CO)[C@@H](C(=O)OC)[C@@H]2N1C(=O)CC1CC1 (mixture of isomers),-0.4
CNC[C@@H]1Oc2ccc(NS(=O)(=O)c3ccc(OC)cc3)cc2C(=O)N([C@@H](C)CO)C[C@H]1C,0.0
CCCNC(=O)C[C@H]1CC[C@@H]2[C@H](COC[C@@H](O)CN2C(=O)c2cc(Cl)cc(Cl)c2)O1,-0.3
O=C(Nc1cccc(F)c1)N1CCCCN2[C@H](CO)[C@H](c3ccc(C#CC4CC4)cc3)[C@@H]2C1,0.2
COc1ccc(-c2ccc([C@H]3[C@H](CO)N4CCCCN(C(=O)Cc5ccccc5)C[C@@H]34)cc2)cc1,-0.3
C[C@@H]1CN([C@@H](C)CO)C(=O)Cc2cc(NS(C)(=O)=O)ccc2O[C@@H]1CN(C)S(=O)(=O)c1ccc(F)cc1,2.7
C[C@H](CO)N1C[C@H](C)[C@H](CN(C)C(=O)Nc2cccc(C(F)(F)F)c2)OCc2ccccc2-c2ccccc2C1=O,1.9
Cc1noc(C)c1NC(=O)N[C@@H]1CC[C@@H](CCNC(=O)C2CCCCC2)O[C@@H]1CO,0.8
CN1[C@@H]2c3ccc(-c4ccccc4F)c(=O)n3C[C@@H]2[C@@H](CO)[C@@H]1C(=O)NCC(F)(F)F,0.2
COc1ccc2c3c(n(C)c2c1)[C@@H](CO)NCC31CCN(C(=O)Nc2ccc3c(c2)OCO3)CC1,0.2
C[C@H]1CN([C@@H](C)CO)C(=O)c2cccc(NC(=O)c3ccc(-c4nccs4)cc3)c2O[C@@H]1CN(C)S(=O)(=O)c1ccc(F)cc1,-0.1
COCc1cn(CC[C@H]2CC[C@H](NC(=O)c3ccccc3)[C@H](CO)O2)nn1,0.0
C/C=C/c1ccc2c(c1)O[C@H](CN(C)C(=O)c1ccc3c(c1)OCO3)[C@H](C)CN([C@@H](C)CO)S2(=O)=O,-0.6

# Looked up one by one from above (2):
SMILES,TcdB GH inh
O=C(Nc1cccc(F)c1)N1CCCCN2[C@H](CO)[C@H](c3ccc(C#CC4CC4)cc3)[C@@H]2C1,0.2
COc1ccc2c3c(n(C)c2c1)[C@@H](CO)NCC31CCN(C(=O)Nc2ccc3c(c2)OCO3)CC1,0.2

# (cont.)
SMILES,TcdB GH inh
COc1ccc(S(=O)(=O)N(C)C[C@@H]2Oc3c(NS(=O)(=O)c4ccccc4)cccc3C(=O)N([C@H](C)CO)C[C@@H]2C)cc1,0.7
Cc1noc(C)c1S(=O)(=O)N(C)C[C@H]1OCCCC[C@H](C)Oc2ccc(NS(C)(=O)=O)cc2C(=O)N([C@@H](C)CO)C[C@@H]1C,-8.4
CCC(=O)Nc1ccc2c(c1)C(=O)N(C)[C@@H]1CC[C@H](CC(=O)N3CCc4ccccc4C3)O[C@@H]1CO2,0.4
O=C(C[C@@H]1CC[C@H]2[C@@H](COC[C@@H](O)CN2C(=O)c2cccnc2)O1)NC1Cc2ccccc2C1,-0.5
O=C(Nc1ccc(F)cc1)N1CC(=O)N2[C@@H](CO)[C@H](c3ccc(-c4cccc(F)c4)cc3)[C@@H]2C1,0.0
O=C(C[C@H]1CC[C@@H]2[C@H](COC[C@H](O)CN2C(=O)Nc2cc(Cl)cc(Cl)c2)O1)N1CCOCC1,-1.0
C[C@@H]1CN([C@@H](C)CO)S(=O)(=O)c2ccc(C#C[C@@H](C)O)cc2O[C@@H]1CN(C)Cc1cncnc1,-1.4
C[C@H]1CCCCO[C@H](CN(C)Cc2ccc(C(F)(F)F)cc2)[C@@H](C)CN([C@@H](C)CO)C(=O)c2cc(NS(=O)(=O)c3cccs3)ccc2O1,0.3
CC=Cc1ccc2n(c1=O)C[C@H]1[C@H](CO)[C@@H](C(=O)NCCC)N(Cc3cccc(F)c3)[C@@H]21 (mixture of isomers),-1.0
C[C@@H]1CCCCO[C@H](CN(C)C(=O)NC2CCCCC2)[C@@H](C)CN([C@H](C)CO)C(=O)c2cc(NC(=O)CCC(F)(F)F)ccc2O1,1.2
C[C@H](O)C#Cc1ccc2c(c1)O[C@H](CN(C)C(=O)C1CCC1)[C@@H](C)CN([C@@H](C)CO)S2(=O)=O,-1.2
COc1ccccc1-c1cn(CC[C@@H]2CC[C@@H](NC(=O)C3CCC3)[C@H](CO)O2)nn1,-1.1
C[C@H]1CN([C@@H](C)CO)C(=O)c2cc(NC(=O)CCN3CCOCC3)ccc2O[C@H]1CN(C)C,-1.5
O=C(c1ccc2c(c1)OCO2)N1C[C@@H]2[C@H](c3ccccc31)[C@@H](CO)N2Cc1ccccc1Cl,-1.5
O=S(=O)(N[C@@H]1CC[C@@H](CCn2cc(-c3ccccn3)nn2)O[C@@H]1CO)c1cccc(F)c1,0.5
C[C@@H]1CN([C@@H](C)CO)C(=O)c2ccccc2-c2ccccc2CO[C@H]1CN(C)C(=O)Nc1ccccc1,0.8
COc1ccc2c3c(n(C)c2c1)[C@H](CO)N(C(=O)c1ccccc1)CC31CCN(C(=O)c2ccccc2)CC1,-13
Cc1cc(C(=O)Nc2cccc3c2O[C@H](CN(C)Cc2ccncc2)[C@H](C)CN([C@H](C)CO)C3=O)n(C)n1,1.6
O=C(C[C@@H]1C[C@H]2c3cc(NC(=O)NC4CCCC4)ccc3O[C@H]2[C@@H](CO)O1)NCc1cccc(F)c1,-0.3
C/C=C/c1cnc2c(c1)C(=O)N([C@H](C)CO)C[C@H](C)[C@@H](CN(C)C(=O)Nc1ccccc1F)O2,-0.4
C[C@@H]1CN([C@H](C)CO)C(=O)Cc2cc(NC(=O)Cc3cn(C)c4ccccc34)ccc2O[C@@H]1CN(C)Cc1ccccc1,0.2
CO[C@H]1CN(C)C(=O)c2cc(NC(C)=O)ccc2OC[C@H](C)N(C(=O)C2CCOCC2)C[C@H]1C,0.8
CN1C(=O)c2cc(NC(=O)C3CCC3)ccc2OC[C@H]2O[C@@H](CC(=O)NCC3CCCCC3)CC[C@H]21,0.0
C[C@@H]1CN([C@H](C)CO)C(=O)c2cc(-c3cncnc3)cnc2O[C@H]1CN(C)CC1CCOCC1,-0.6
CCCNC(=O)N1CC2(CN(CC3CCCC3)C2)c2c(n(C)c3cc(OC)ccc23)[C@H]1CO,-0.6
C[C@@H]1CCCCO[C@H](CN(C)C(=O)c2ccccc2)[C@@H](C)CN([C@@H](C)CO)C(=O)c2cc(NC(=O)Cc3ccccc3)ccc2O1,1.0
CNC[C@H]1Oc2ccc(NS(=O)(=O)c3cccs3)cc2CC(=O)N([C@@H](C)CO)C[C@@H]1C,-1.6
C[C@H](CO)N1C[C@H](C)[C@@H](CN(C)C)Oc2cc(C#CC3CCCC3)ccc2S1(=O)=O,-19
CCCN1C[C@@H](C)[C@@H](OC)CN(C)C(=O)c2ccc(NC(=O)c3cccc(OC)c3)cc2OC[C@@H]1C,2.1
COc1ccc(CN(C)C[C@H]2Oc3ccc(NC(=O)C4CCCCC4)cc3C(=O)N([C@@H](C)CO)C[C@@H]2C)cc1,0.5
O=C1N[C@@H](Cc2ccccc2)COCc2cn(nn2)CC[C@H]1Cc1ccccc1,-0.8
COCC(=O)Nc1ccc2c(c1)OC[C@H](C)N(C(=O)c1ccccc1)C[C@H](C)[C@@H](OC)CN(C)C2=O,-1.0

# Ordered by number of heavy atoms (highest first): 9 of the compounds above.
SMILES,TcdB GH inh
C[C@@H]1CCCCO[C@H](CN(C)C(=O)c2ccccc2)[C@@H](C)CN([C@@H](C)CO)C(=O)c2cc(NC(=O)Cc3ccccc3)ccc2O1,1.0
C[C@@H]1CN([C@H](C)CO)C(=O)Cc2cc(NC(=O)Cc3cn(C)c4ccccc34)ccc2O[C@@H]1CN(C)Cc1ccccc1,0.2
COc1ccc(CN(C)C[C@H]2Oc3ccc(NC(=O)C4CCCCC4)cc3C(=O)N([C@@H](C)CO)C[C@@H]2C)cc1,0.5
COCC(=O)Nc1ccc2c(c1)OC[C@H](C)N(C(=O)c1ccccc1)C[C@H](C)[C@@H](OC)CN(C)C2=O,-1.0
CO[C@H]1CN(C)C(=O)c2cc(NC(C)=O)ccc2OC[C@H](C)N(C(=O)C2CCOCC2)C[C@H]1C,0.8
CCCNC(=O)N1CC2(CN(CC3CCCC3)C2)c2c(n(C)c3cc(OC)ccc23)[C@H]1CO,-0.6
CNC[C@H]1Oc2ccc(NS(=O)(=O)c3cccs3)cc2CC(=O)N([C@@H](C)CO)C[C@@H]1C,-1.6
C[C@H](CO)N1C[C@H](C)[C@@H](CN(C)C)Oc2cc(C#CC3CCCC3)ccc2S1(=O)=O,-19
O=C1N[C@@H](Cc2ccccc2)COCc2cn(nn2)CC[C@H]1Cc1ccccc1,-0.8

# From PubChem BioAssay

# A portion of the library, so the mix of outcomes need not match the whole.
